TEAD-YAP inh – TEAD-YAP interaction inhibition, primary screen, TEAD-YAP interaction inhibitor project, luminescence, HEK-TIYL cells | actives 1.4% (n = 640,000) | TEAD-Gal4/YAP UAS-luciferase luminescence | inhibition, % at 9.12 µM | AID 1259422, 2018; in the data active = inhibition above about 32%;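 also: 0% = median of test compound wells and 100% = reference inhibitor wells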
GPR151 activ – activators of human GPR151, primary screen, cell-based, PathHunter beta-arrestin, luminescence; G-protein coupled receptor 151 (Homo sapiens), Q8TDV0; PathHunter beta-arrestin GPR151 cells; activation, % at 11.2 µM; actives 1% (n = 650,000); AID 1508602, 2020; in the data active = activation above about 4.9%;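 also: 0% = median of compound wells and 100% = cells with positive control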
MITF inh – MITF inhibitors, primary screen, biochemical, AlphaScreen, human | Microphthalmia-associated transcription factor (Homo sapiens), O75030 | actives 0.91% (n = 650,000) | inhibition, % at 2.6 µM | AID 1259374, 2018 | AlphaScreen MITF homodimerization, bead proximity signal; in the data active = inhibition above about 50%;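 also: 0% = vehicle wells with protein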
FBW7 act – FBW7 E3 ligase activators, primary screen, biochemical, AlphaScreen, human | AlphaScreen FBW7–phospho-cyclin E peptide binding, activator screen | actives 0.13% (n = 650,000) | F-box/WD repeat-containing protein 7 (Homo sapiens), Q969H0 | AID 1259310, 2017 | normalized activity (activation), % at 26.1 µM; in the data active = normalized activity above about 1.9%;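 also: purified mutant Fbw7 with reduced substrate affinity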
Target sequence (Q969H0 whole entry, looked up): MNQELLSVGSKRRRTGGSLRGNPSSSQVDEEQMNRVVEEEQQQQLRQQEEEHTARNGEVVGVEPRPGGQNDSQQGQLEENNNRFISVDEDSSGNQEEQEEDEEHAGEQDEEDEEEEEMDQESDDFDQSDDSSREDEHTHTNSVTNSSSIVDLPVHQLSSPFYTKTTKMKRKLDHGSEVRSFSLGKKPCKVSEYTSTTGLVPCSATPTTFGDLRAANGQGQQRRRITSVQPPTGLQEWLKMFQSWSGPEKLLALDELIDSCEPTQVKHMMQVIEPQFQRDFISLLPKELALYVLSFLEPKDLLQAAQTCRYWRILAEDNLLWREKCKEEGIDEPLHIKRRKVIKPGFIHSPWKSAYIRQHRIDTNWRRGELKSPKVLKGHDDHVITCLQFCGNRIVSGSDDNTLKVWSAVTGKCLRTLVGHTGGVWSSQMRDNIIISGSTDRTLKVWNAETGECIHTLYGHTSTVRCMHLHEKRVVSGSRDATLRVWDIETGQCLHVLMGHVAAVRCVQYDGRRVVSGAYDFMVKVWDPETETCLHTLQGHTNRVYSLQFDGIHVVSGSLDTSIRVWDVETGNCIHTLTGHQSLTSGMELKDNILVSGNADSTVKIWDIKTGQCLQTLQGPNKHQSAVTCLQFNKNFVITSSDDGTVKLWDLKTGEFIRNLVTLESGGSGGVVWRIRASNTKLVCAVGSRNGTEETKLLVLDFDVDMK
An asterisk follows results filed as active; & = joins results of further samples.

SMILES,TEAD-YAP inh,GPR151 activ,MITF inh,FBW7 act
O=C(NCc1ccc(Cl)cc1)C(=O)Nc1cccc(C(F)(F)F)c1,9,0.3,0,-0.1
COc1ccc(S(=O)(=O)NC2CCS(=O)(=O)C2)cc1 (stereo not given),2,0.8,-6,-0.1
CC1CCC2(OC1)OC1CC3C4CC(=O)C5=CC(=O)CCC5(C)C4CCC3(C)C1C2C (stereo not given),0,0.3,2,-0.2
CCOc1ccccc1OC(=O)c1ccccc1,-3,-0.7,-3,0.0
O=C(O)CCC(=O)N1N=C(c2c(-c3ccccc3)c3cc(Br)ccc3[nH]c2=O)CC1c1ccc([N+](=O)[O-])cc1 (stereo not given),2,-0.5,-12,0.0
CCOC(=O)c1c(NC(=O)C2(S(=O)(=O)c3ccccc3)CC2)sc(C)c1C,-4,-0.1,-2,-0.1
CCOC(=O)C1=C(C)NC(=O)NC1c1cccc(Oc2ccccc2)c1 (stereo not given),-4&-1,0.7&1.4,-5&-3,-0.2&0.0
CC1=C(C(=O)OCCc2ccccc2)Sc2ccccc2N1,5,-0.4,-4,-0.2
CCc1ccc(NC(=O)CSc2nc3ccsc3c(=O)n2CCCCCC(=O)Nc2ccc(OC)cc2)cc1,1,1.6,1,-0.2
O=C(Cc1cc(=O)[nH][nH]1)N/N=C/c1ccc(O)cc1O,-2,-1.7,23,-0.8
COc1ccc(Cc2nc3c4c5c(sc4ncn3n2)CCCC5)cc1OC,0,-1.0,23,0.1
COc1ccc2c(=S)c(-c3csc(C)n3)c(C)oc2c1,-14,-0.6,11,-0.2
O=C1NCN(c2nc(-c3ccccc3)c3cc(Cl)ccc3n2)c2ccccc21,-6,2.4,2,-0.1
COc1cc(/C=C2\C(=O)Nc3ccc(Br)cc32)ccc1O,-2,1.4,15,0.1
O=C(Cc1ccc(Cl)cc1)NCC(=O)N1CCCCC1,-1,1.1,2,-0.1
Cc1ccc(NC(=O)c2n[nH]c3ccccc23)cc1F,-43,-3.7,-12,-0.1
O=C(c1cc2cc([N+](=O)[O-])ccc2oc1=O)N1CCc2ccccc21,2,-1.0,5,0.7
COCCNC(=O)c1ccc(Cl)c(Cl)c1,1,0.6,1,0.0
CCOc1ccc(C(=O)COC(=O)c2ccc3ccccc3n2)cc1,10,1.1,7,-0.4
CCOc1cccc2cc(C(N)=O)c(=Nc3ccc(OC)cc3)oc12,-3,0.2,6,-0.3
O=C(NCN1C(=O)c2ccccc2C1=O)c1ccc(Cl)cc1,-3,-0.4,8,0.1
COCCOC(=O)c1c(C)oc2ccc(OC(=O)c3ccc([N+](=O)[O-])cc3)cc12,-4,-0.8,9,0.2
COc1cc(CN2CCC(O)CC2)cc(OC)c1OC,6,0.0,20,0.2
CC12CN(NC(=O)Cc3ccccc3)C3(C#N)CC1CCC23C (stereo not given),11,0.8,-2,0.2
COc1cccc(C(=O)Nc2ccc(OC)c(N3CCCCC3=O)c2)c1,4,0.1,6,0.2
O=C(CCNS(=O)(=O)c1ccc(Cl)cc1)NC1CCCC1,7,0.2,3,-0.1
Cc1cc(OCCN2CCN(Cc3ccccc3)CC2)ccc1[N+](=O)[O-],-2,-0.7,82*,0.1
O=S(=O)(NCCc1ccncc1)c1ccc(S(=O)(=O)NCc2ccccc2)cc1,18,-0.2,7,0.0
O=C(N/N=C/c1ccc(F)cc1)c1ccc(Cl)cc1,-26,1.6,16,0.1
CSc1nccc(-c2cc(F)cc3c2OC(CNC(=O)c2ccsc2)C3)n1 (stereo not given),-1,-0.2,4,0.2
COc1ccc(-c2ccc(CO)o2)cc1,-10,-2.1,-14,0.0
O=C(Cn1c(=O)oc2cc(S(=O)(=O)N3CCCC3)ccc21)NCc1ccccc1,17,-1.3,8,0.9
CCOC(=O)c1ccc(NC2=C(Cl)C(=O)N(c3ccccc3)C2=O)cc1,7,-2.3,13,0.1
CC(C)C(CO)NC(=O)CC(=O)NC(CO)C(C)C (stereo not given),-4,0.8,-2,0.0
O=C(Nc1ccc2oc(-c3cccnc3)nc2c1)c1cc([N+](=O)[O-])ccc1N1CCOCC1,-11,-0.9,3,-0.2
Cc1cc(C)c(NS(=O)(=O)c2ccc(NC(=O)CCC(=O)O)cc2)c(C)c1,6,1.3,-2,0.0
CCC(=O)NCCc1cc2c(C)ccc(C)c2[nH]c1=O,5,-0.7,6,0.1
CCN(CC)CCNS(=O)(=O)c1ccc2c3c(cccc13)C(=O)N2,5,-0.2,-8,0.5
COc1ccc(F)cc1S(=O)(=O)N1CCN(c2ccc(-c3ccco3)nn2)CC1,1,-0.5,-17,-0.6
CCOc1ccc(C(=O)Nc2nc(C)c(C(=O)N(C)C)s2)cc1,1,0.3,2,0.1
O=C(CCCc1ccccc1)NCc1ccncc1,-4,1.0,1,0.0
Cc1ccccc1CC(=O)Nc1cnc2cnc(-c3cccc(N)c3)cn12,11,2.3,11,-0.3
Cc1cccc(CSc2nccc(=O)[nH]2)c1,11,1.0,-2,0.1
Cc1cc(C)c(-n2c(O)c(/C=C3\C=CC=N3)c(=O)[nH]c2=O)c(C)c1,46*,7.3*,1,0.1
O=c1c2ccccc2nnn1CN1c2cccc3cccc(c23)S1(=O)=O,-12,-1.4,18,-0.1
COc1cccc(C2C3=C(CC(c4ccccc4)CC3=O)Nc3ccccc3N2C(=O)c2cc(OC)c(OC)c(OC)c2)c1 (stereo not given),-1,1.3,9,-0.1
Cc1ccc(CNC(=O)c2ccc(N3CC4CC(C3)c3cccc(=O)n3C4)c(NS(=O)(=O)c3ccc4c(c3)OCCO4)c2)cc1 (stereo not given),0,1.6,1,-0.3
CCN(CC)S(=O)(=O)c1cc(C(=O)Nc2ccc(Cl)cc2)ccc1Br,-28,2.5,72*,-0.1
CC(C)N(CCNC(=O)c1cnc(N2CCC(N3CCOCC3)CC2)s1)C(C)C,2,0.7,0,0.2
COc1ccc(/C=N/NC(=O)Cn2cnc3c(=O)n(C)c(=O)n(C)c32)cc1[N+](=O)[O-],7,1.6,3,-0.1

Entries from the list above that have a COOH group (2):
SMILES,TEAD-YAP inh,GPR151 activ,MITF inh,FBW7 act
O=C(O)CCC(=O)N1N=C(c2c(-c3ccccc3)c3cc(Br)ccc3[nH]c2=O)CC1c1ccc([N+](=O)[O-])cc1 (stereo not given),2,-0.5,-12,0.0
Cc1cc(C)c(NS(=O)(=O)c2ccc(NC(=O)CCC(=O)O)cc2)c(C)c1,6,1.3,-2,0.0

The list continues.
SMILES,TEAD-YAP inh,GPR151 activ,MITF inh,FBW7 act
O=C(CSC1=NCCS1)Nc1cccc([N+](=O)[O-])c1,-14,0.6,-14,0.1
COCCOC(=O)c1c(C)oc2ccc(OC(=O)c3ccc(F)cc3)cc12,-8,-0.5,8,0.2
O=C(COC(=O)c1cc(Cl)c(Cl)cc1C(=O)OCC(=O)c1ccccc1)c1ccccc1,2,0.5,3,0.3
O=C(c1ccc(C(=O)N2CCC(c3ccccc3)CC2)s1)N1CCC(c2ccccc2)CC1,-2,-0.3,-3,-0.4
CCOC(=O)c1ccc(CN(Cc2ccc(Br)cc2)S(=O)(=O)c2ccc(F)c(C)c2)cc1,-8,-1.1,4,-0.1
Cc1[nH]c(=O)[nH]c(=O)c1S(=O)(=O)Nc1ccccn1,-12,-0.7,-12,-0.1
CCCOc1ccccc1C1C(C(=O)OC(C)C)=C(C)NC2=C1C(=O)CC(C)(C)C2 (stereo not given),0,-0.6,-7,-0.1
C/C(CCl)=C(/C#N)c1nc2ccccc2s1,8,-0.3,-2,0.1
O=c1c2cc(Sc3ccccc3[N+](=O)[O-])sc2ncn1/N=C/c1ccccn1,2,0.0,4,0.4
C=C(C)Cn1c(SCC(=O)OCC)nc2ccc(I)cc2c1=O,-9,0.0,-1,0.0
C[C@@H]1NC(=O)[C@@H]2C[C@H](NC(=O)N[C@@H](C)c3ccccc3)CN2C1=O,-2,-0.3,4,0.2
CC(=O)c1cccc(NC(=O)C2CC(=O)N(c3cccc(C)c3C)C2)c1 (stereo not given),-6,0.4,4,-0.1
CC(C)(C)C(=O)N1CCC(c2nc(-c3ccncc3)no2)CC1,2,4.1,-2,-0.1
O=C(NCCC1=CCCCC1)C1CC12CCN(C(=O)Cc1ccsc1)CC2 (stereo not given),-15,2.5,7,0.1
CC(=O)Nc1ccc(Nc2nc(NC3CCN(Cc4ccccc4)CC3)nc3c2ncn3CCN2CCCC2=O)cc1,-9,3.7,-8,-0.2
Cc1cccc(-n2nc([N+](=O)[O-])c(=NCCc3ccc(Cl)cc3)n2O)c1,-3,-0.3,24,-1.1
CCC(C(=O)N1CCN(c2ccc(F)cc2)CC1)n1sc2ccccc2c1=O (stereo not given),12,0.3,8,-0.2
COc1ccc(/C(N)=N/OC(=O)CSc2ccc(C)cc2)cc1,-3,0.9,-2,0.1
CS(=O)(=O)N(CC(=O)Nc1cc(Cl)ccc1Cl)c1cccc([N+](=O)[O-])c1,-8,-0.2,0,-0.1
COc1ccccc1NC(=O)c1cnc2c(-c3ccccc3)c(C)nn2c1C,-4,2.9,-2,-0.2
Cc1nnn(-c2nonc2N)c1C(=O)N/N=C/c1ccc(O)c(O)c1,-12,0.4,2,0.3
CC(C)CNC(=O)C1CC(c2ccccc2F)=NO1 (stereo not given),-14,1.3,-4,-0.1
Cn1ccnc1C(O)(c1ccccc1)c1nccn1C,-6,0.4,-6,-0.1
CCOc1ccc(CCNC(=O)C2CC(=O)N(CCc3ccccc3)C(=Nc3ccc(F)cc3)S2)cc1OCC (stereo not given),1,-0.8,8,0.2
Cc1nc2cc(-c3cccc(F)c3)nn2c(C)c1CCC(=O)Nc1ccc2c(c1)OCO2,-11,0.6,26,-0.2

Entries listed so far with bromine (4):
SMILES,TEAD-YAP inh,GPR151 activ,MITF inh,FBW7 act
O=C(O)CCC(=O)N1N=C(c2c(-c3ccccc3)c3cc(Br)ccc3[nH]c2=O)CC1c1ccc([N+](=O)[O-])cc1 (stereo not given),2,-0.5,-12,0.0
COc1cc(/C=C2\C(=O)Nc3ccc(Br)cc32)ccc1O,-2,1.4,15,0.1
CCN(CC)S(=O)(=O)c1cc(C(=O)Nc2ccc(Cl)cc2)ccc1Br,-28,2.5,72*,-0.1
CCOC(=O)c1ccc(CN(Cc2ccc(Br)cc2)S(=O)(=O)c2ccc(F)c(C)c2)cc1,-8,-1.1,4,-0.1

Next section
SMILES,TEAD-YAP inh,GPR151 activ,MITF inh,FBW7 act
CCOc1ccc(NC(=O)CSc2nc(=O)n(CCN(CC)CC)c3c2CCC3)cc1,-1,-2.0,1,0.0
COCc1cc(C)nc2sc(C(=O)OC)c(NC(=O)c3ccco3)c12,12,-1.3,0,0.0
COc1ccc(C(=O)NCc2cccnc2)cc1[N+](=O)[O-],1,-0.2,11,0.2
COc1ccc(Cn2c(CCC(=O)NC(C)C)nc3ncccc3c2=O)cc1,-5,3.7,-9,-0.2
Cc1c(OCC(=O)N(C)C)ccc2c3c(c(=O)oc12)CCCCC3,-9,0.4,12,0.1
CS(=O)(=O)c1ccc2nc(NC(=O)c3cc(Cl)sc3Cl)sc2c1,-18,-1.1,-6,-0.2
Cc1cccc(NC(=O)CSc2nnc(NC(=O)c3cccs3)s2)c1,2,-0.7,-15,0.0
COc1cccc(NC(=O)CC2C(=O)NCCN2C(=S)Nc2ccc(F)cc2)c1 (stereo not given),13,0.1,-4,-0.1
Cc1ccc(Nc2nc(C)nc3sc(C)cc23)c(Br)c1,-9,-1.8,3,0.2
CSc1nc2ccccc2n1CCOc1ccccc1C,-29,-1.2,-8,0.0
CC1CN(CCCOc2cc(Cl)ccc2Cl)CC(C)O1 (stereo not given),2,8.0*,67*,-0.1
CC(C)CCNC(=O)CSc1nc2ccccc2c(=O)[nH]1,-4,-0.4,-2,0.0
CNC(=S)Nc1cc(C(F)(F)F)ccc1Cl,0,-0.8,3,0.2
CN[C@@H]1C(OC2[C@H](O[C@H]3[C@H](O)[C@@H](O)[C@H](N=C(N)N)[C@@H](O)[C@@H]3N=C(N)N)OC(C)[C@]2(O)CO)OC(CO)C(O)C1O (stereo not given in full),5&-17,-1.9&1.3,-20&15,-0.1&0.0
c1ccc(-n2cnc3c(NCCN4CCOCC4)nc(N4CCC(N5CCOCC5)CC4)nc32)cc1,3,-2.2,20,0.2
COC(=O)c1c(C#N)c(N)nc2c1CCCC2,-20,0.0,9,0.2
O=c1c2ccccc2nc(-c2ccc(F)cc2)n1NCc1ccccc1Cl,6,-1.8,-2,0.0
CCC1Oc2ccc(C)cc2N(CC(=O)N2CCN(c3cccc(OC)c3)CC2)C1=O (stereo not given),11,0.4,6,-0.1
CN1CCN(CCCNC(=O)c2ccc(-n3ncc4cc(Nc5ccccc5Cl)ccc43)nc2)CC1,-22,0.4,3,0.1
Cc1ccc(-n2ncc3c(=O)n(CC(=O)Nc4ccc(Cl)c(Cl)c4)cnc32)cc1C,17,0.9,-3,0.0
CCNC(=O)c1cc2c(=O)n3cc(C)ccc3nc2n(CCCN2CCOCC2)c1=N,9,-1.2,-6,-0.4
C/C(=N\Nc1ccc(C#N)cc1[N+](=O)[O-])c1ccc(C)o1,8,-0.3,21,0.0

Screening results: PubChem BioAssay, The Scripps Research Institute Molecular Screening Center
